# GLP-1R agonist: GLP-1 receptor (human) agonism; Potency, µM (top dose mostly 45.6 µM), inactives show at the highest dose activation, usual class: activators; AID 624172; HEK293 GLP-1R CRE-luciferase, luminescence, 4-6 h; cells express a hypersensitive GLP-1R form; hit rate 0.007% among 380,000; further: potency means the concentration at half of the fitted maximal effect; % of control where 0% means no effect
# Target sequence (P43220 whole entry, looked up): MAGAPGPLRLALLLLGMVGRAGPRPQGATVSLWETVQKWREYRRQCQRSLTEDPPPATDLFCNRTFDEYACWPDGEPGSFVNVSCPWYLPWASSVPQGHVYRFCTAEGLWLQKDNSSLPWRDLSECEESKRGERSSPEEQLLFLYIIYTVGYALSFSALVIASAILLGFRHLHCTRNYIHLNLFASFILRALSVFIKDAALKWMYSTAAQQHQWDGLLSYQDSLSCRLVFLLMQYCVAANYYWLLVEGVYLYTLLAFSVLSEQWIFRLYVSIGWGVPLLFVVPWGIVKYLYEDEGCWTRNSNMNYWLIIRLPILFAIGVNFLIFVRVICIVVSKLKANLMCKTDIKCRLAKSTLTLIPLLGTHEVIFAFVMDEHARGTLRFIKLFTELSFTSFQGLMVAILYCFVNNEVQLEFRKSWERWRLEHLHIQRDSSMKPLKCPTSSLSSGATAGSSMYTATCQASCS
# HT1080 IDH1KD tx: HT-1080 IDH1 knockdown cell toxicity (counter line); HT-1080 IDH1 knockdown viability, ATP luminescence, 48 h; hit rate 2% among 360,000; Potency, µM (highest dose often 46.1 µM), without a hit: at the highest dose activity, negative = toxicity, usual class: cytotoxic;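 further: potency means the concentration at half of the fitted maximal effect; 0% = DMSO wells and -100% = cell-free medium wells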
#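 IDH1KD HT-1080 cells, 750/well, RPMI + 5% FBS; compound pinned after 2 h settling; 48 h, 37 °C; CellTiter-Glo luminescence; % activity normalised to DMSO and no-cell wells; curves fitted, classed by r2 and efficacy.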
# HT1080NT lethal: kills 2HG-producing HT-1080-NT fibrosarcoma cells. Potency, µM (series often up to 46.1 µM), without a hit: top-dose activity, negative = less viability, most hits filed as cytotoxic. HT-1080-NT fibrosarcoma viability, CellTiter-Glo ATP luminescence, 48 h. AID 686970. hit rate 1.6% among 360,000;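 further: NT is the 2HG producing partner of a matched IDH1 knockdown line; potency means the concentration at half of the fitted maximal effect; 0% = DMSO-treated cells and -100% = media-only wells without cells; nearly all actives have a fitted effect of over 55% in size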
#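 A 48-hour cytotoxicity screen used HT-1080-NT cells plated 2 hours before compound delivery. ATP-based CellTiter-Glo luminescence measured viability, normalized to DMSO and no-cell controls.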
# SW480 rerep: induces DNA re-replication in SW480 colon adenocarcinoma cells. SW480 DNA re-replication, Hoechst DNA content imaging, 48 h. Potency, µM (highest dose often 46.1 µM), inactives show top-dose re-replication activation, hits mostly activators. hit rate 1.8% among 340,000. AID 624297; further: potency means the concentration at half of the fitted maximal effect; % of control where 0% means no effect; nearly all actives have a fitted effect of over 55% in size
#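 Per well, 250 cells were exposed to pinned compound for 48 hr. Nuclear DNA was visualised with Hoechst (40 min, 37 C) and total object intensity recorded by fluorescence scanning.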
# IL1B secr inh: inhibitors of inflammasome signaling (IL-1 beta secretion) | hit rate 4.7% among 360,000 | activity change, % at 57.5 µM | THP-1 LPS/ATP IL-1B secretion, AlphaLISA, 16 h; active compounds read low; in the data active means activity change below about -50%; inconclusive means mostly about -30% to -49%; further: on the % scale 0 is the no-effect control and ±100 the full control effect
#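 THP-1 cells pretreated 1 hr with compounds (up to 57.5 uM final), then stimulated with LPS (250 ng/mL final) plus ATP (1.25 mM final); secreted IL-1B measured by AlphaLISA after 16 hr, decreased signal indicating inhibition.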
# KB-3-1 tox: KB-3-1 parental cell cytotoxicity; KB-3-1 viability, CellTiter-Glo ATP luminescence, 72 h; Potency, µM (highest dose often 46.1 µM), for inactives: at the highest dose activity change, negative = cytotoxic, hits mostly cytotoxic; hit rate 1.4% among 400,000; AID 1347075; further: potency means the concentration at half of the fitted maximal effect; on the % scale 0 is the no-effect control and ±100 the full control effect; nearly all actives have a fitted effect of over 60% in size
#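 KB-3-1 parental drug-naive adenocarcinoma cells in DMEM/10% FBS, incubated 72 h at 37 C with pin-transferred compounds across a concentration series. Viability by CellTiter-Glo luminescence; concentration-response curves fitted after normalization.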
# KB-V1 MDR tox: kills drug-selected multidrug resistant KB-V1 cells. KB-V1 MDR cells viability, CellTiter-Glo, 72 h. Potency, µM (doses to about 46.1 µM), inactives show top-dose activity change, negative = cytotoxicity, usual class: cytotoxic. hit rate 3.4% among 400,000; further: potency means the concentration at half of the fitted maximal effect; on the % scale 0 is the no-effect control and ±100 the full control effect; nearly all actives have a fitted effect of over 60% in size
#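 Following 72 h at 37 degrees C with compound, KB-V1 cell viability was read by CellTiter-Glo luminescence, medium being phenol-red-free DMEM plus 10% FBS; concentration-response parameters came from normalized, curve-fitted qHTS data.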
# D3 ag: D3 dopamine receptor (human) agonism. max activation, %. hit rate 0.58% among 410,000. D3R DiscoveRx beta-arrestin cells, luminescence, 90 min. P35462; in the data active means max activation above about 30%; further: 0% is about no effect; mostly tested at two doses, the higher about 12 µM
# Target sequence (P35462 whole entry, looked up): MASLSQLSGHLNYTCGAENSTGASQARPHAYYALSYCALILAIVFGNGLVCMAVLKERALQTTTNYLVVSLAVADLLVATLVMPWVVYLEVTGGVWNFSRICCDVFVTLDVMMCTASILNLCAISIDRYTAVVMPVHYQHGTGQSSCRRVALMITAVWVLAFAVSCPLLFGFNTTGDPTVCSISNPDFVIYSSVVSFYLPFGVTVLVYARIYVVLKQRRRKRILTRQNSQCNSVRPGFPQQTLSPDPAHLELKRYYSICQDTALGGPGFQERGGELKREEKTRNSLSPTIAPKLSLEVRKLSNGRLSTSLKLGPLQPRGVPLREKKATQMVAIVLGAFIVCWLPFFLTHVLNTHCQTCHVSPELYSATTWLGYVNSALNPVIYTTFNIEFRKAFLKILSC
#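 Agonist mode: compounds and dopamine controls were applied to plated cells for 90 min at 37 degrees C after an overnight attachment at 1500 cells/well. Luminescent read-out followed 30 - 60 minutes at room temperature with DiscoveRx detection reagent.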
# DRD3 antagonist: D3 dopamine receptor (human) antagonism; P35462; hit rate 2.5% among 360,000; D3R cells, DiscoveRx beta-arrestin luminescence, antagonist mode; active compounds read low; max response, negative = inhibition, %; AID 652054; in the data active means max response below about -50%; inconclusive means no clear call, values can overlap the other calls; further: on the % scale 0 is the no-effect control and ±100 the full control effect; mostly tested at two doses, the higher about 12 µM
#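 Cells plated overnight at 1500 cells/well, then exposed to library compounds with dopamine controls for 90 minutes at 37 degrees C. DiscoveRx reagent added for 30–60 minutes at room temperature; luminescence read, quantitative HTS format.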
# * hit, by the source's call; u = inconclusive; x = no result given; & = joins results of further samples; [ ] = another dose, or the depositor's remark. Unless noted, the call rests on the fitted dose curve; in most records, active means well fitted curve in the direction sought with a large enough effect; inconclusive means small, poorly fitted or top-dose-only effect, or another doubt; inactive means no such curve, though single readings can be large; an effect the other way counts as inactive or inconclusive.
entry	mol	GLP-1R agonist	HT1080 IDH1KD tx	HT1080NT lethal	SW480 rerep	IL1B secr inh	KB-3-1 tox	KB-V1 MDR tox	D3 ag	DRD3 antagonist
1	Cc1cccc(-c2nc(C#N)c(N3CCCCCC3)o2)c1	u	0%	0%	3%	-57*	-11%	-7%	-8	-30
2	COc1ccc(-n2c3c(c(=O)[nH]c2=O)C(NS(=O)(=O)c2ccc(Cl)cc2)(C(F)(F)F)C(=O)N3)cc1 (stereo not drawn)	3%	15%	0%	-28%	-12	4%	-8%	-4	-8
3	COc1ccccc1N1CCN(S(=O)(=O)CCNC(=O)C2CC(=O)N(c3ccccc3)C2)CC1 (stereo not drawn)	-4%	-1%	-1%	5%	-1	-5%	5%	5&2	7
4	CCN1C(=O)[C@H]2[C@@H](c3ccc(Cl)cc3)N3C(=O)CN(CC4CC4)C(=O)[C@@]3(C)[C@H]2C1=O	-2%	13%	13%	u	21	3%	0%	0	2
5	Cc1nc(SCC(=O)NCC2CCCO2)c2c3c(sc2n1)CCC3 (stereo not drawn)	0%	0%	2%	-3%	-9	x	x	7	24
6	COc1ccc(C(=O)NC(=S)NCc2ccccc2)cc1OC	29%	-4%	-21%	6%	-9	5%	-5%	5	9
7	COc1ccc(CN2CCNC(=O)C2CC(=O)NCc2cnn(C)c2)cc1OC (stereo not drawn)	-5%	1%	0%	7%	-2	-8%	-6%	-4	6
8	Cc1ccccc1NC(=O)COC(=O)c1ccc2c(c1)OCCO2	12%	14%	17%	-42%[inhibitor]	20	8%	0%	4	-3
9	CC(C)C(C)NC(=O)COc1ccc(-c2ccccc2)cc1 (stereo not drawn)	5%	-1%	1%	4%[9.22 µM]	-8	-1%	u	3	3
10	COc1cc(C)ccc1OCCOCCN(C)Cc1ccccc1	1%	-22%	-12%	-49%[inhibitor]	-19	-16%	u	-8	u
11	Cc1ccc(NC(=O)N2C(=O)C3(OCCO3)c3ccccc32)cc1	-1%	12%	7%	-2%	-21	6%	1%	2	0
12	Cc1c(OCC(=O)N2CCC(C(N)=O)CC2)ccc2c3c(c(=O)oc12)CCCC3	14%	4%	-1%	0%	-16	0%	-20%	0	2
13	COCCn1c(SCC(=O)Nc2cc(C)on2)nc2ccccc21	1%	7%	0%	1%	27	11%	u	4	8
14	O=C(O)c1ccc(N2C(=O)/C(=C\c3ccccc3)N=C2c2ccccc2)cc1	8%	29%	26%	u	-73*	1%	12%	13	-25
15	CN(C)S(=O)(=O)c1ccc(C(=O)NNC(=O)C23CC4CC(CC(C4)C2)C3)cc1	-8%	0%	1%	-2%	24	4%	u	0	-1
16	Clc1ccc(SCc2cc(-c3ccccc3)no2)cc1	-9%	16%	15%	-1%	-16	7%	-14%	6	-7
17	CCOC(=O)C1=C(c2ccccc2)NC(SC)=C(C#N)C1c1cccnc1 (stereo not drawn)	-2%	-1%	-2%	u	10	1%	3%	-14	44
18	O=C(Nc1ccc(S(=O)(=O)N2CCOCC2)cc1)c1cc(S(=O)(=O)N2CCOCC2)ccc1Cl	2%	-10%	-9%	-3%	35	-8%	8%	-2	13
19	CCOC(=O)N(C)C[C@H]1OCc2cnnn2CCCC(=O)N([C@H](C)CO)C[C@H]1C	-2%	7%	5%	x	12	13%	-8%	-2	-18
20	COc1ccccc1CNC(=O)C1CC(c2ccc([N+](=O)[O-])cc2)=NO1 (stereo not drawn)	1%	4%	0%	-11%	-4	-14%	2%	2	8
21	O=C(CN(CC1CCCO1)C(=O)CNS(=O)(=O)c1ccc(F)cc1)NCc1ccc(F)cc1 (stereo not drawn)	8%	18%	11%	2%	22	3%	8%	7	8
22	C[C@H]1CN(S(=O)C(C)(C)C)[C@H](CCO)/C1=C\c1ccccc1 (stereo partly drawn)	0%	-4%	-2%	-54%[inhibitor]	8	0%	0%	-13	-20
23	COc1ccc(Cn2nnnc2C(c2cc(OC)ccc2OC)N2CCC(C(N)=O)CC2)cc1 (stereo not drawn)	0%	0%	1%	0%	-7	0%	20%	1	37
24	Oc1ccc(O)c(C=NNC(=S)NC2CC3CC2C2C=CCC32)c1 (stereo not drawn)	14%	-27%	-3%	x	69	u	u	6	32
25	O=C1c2ccccc2C(=O)N1CCSc1n[nH]c(=S)s1	-6%	9%	2%	-5%	13	11%	u	4	23
26	COCCOC(=O)c1cc(C(=O)c2cc(F)ccc2O)coc1=N	-3%	3%	-3%	-4%	2	u	0%	3	1
27	O=C(O)c1ccc(/C=C/c2nc3ccccc3c(=O)[nH]2)cc1	-7%	-1%	-3%	u	52	2%	-22%	15	-22
28	O=C(O/N=C1/CCSc2ccccc21)c1ccc(F)cc1	-19%	-21%	5%[9.24 µM]	0%	0	1%	-9%	10	-4
29	CC1CCN(c2nncc3ccccc23)CC1	6%	-2%	1%	-6%	12	-2%	-20%	-3	-14
30	COc1ccc(C(=O)COC(=O)CNC(=O)c2cccc(OC(F)F)c2)cc1	7%	0%	2%	-28%	2	2%	4%	-6	-12
31	COc1ccccc1NS(=O)(=O)c1cc(NC(=O)c2cc3ccccc3oc2=O)ccc1C	8%	u	-6%	4%	1	3%	-4%	-2	-17
32	Cc1ccccc1-c1nc(CS(=O)(=O)CC(=O)NCc2ccco2)c(C)o1	-2%	-12%	5%	-10%	-1	28%	-3%	-14	22
33	CCCC(c1nnnn1CCOC)N(Cc1cc2cc(C)c(C)cc2[nH]c1=O)CC1CCCO1 (stereo not drawn)	10%	u	3%	-4%	-7	4%	0%	-12	3
34	CC(=O)OC1COC(OC(C)=O)CO1 (stereo not drawn)	2%	-5%	-3%	-4%	21	4%	-9%	-10	0
35	Cc1csc(NC(=O)CS(=O)(=O)c2ccccc2)n1	-1%	-4%	-10%	-35%[1.84 µM]	9	-12%	-1%	-6	-8
36	O=C(NCc1cccnc1)C1CC2c3ccccc3C1c1ccccc12 (stereo not drawn)	6%	0%	-2%	0%	16	2%	-1%	-1	u

# Record cards (already shown).
# CC1CCN(c2nncc3ccccc23)CC1 is listed with GLP-1R agonist = 6%; HT1080 IDH1KD tx = -2%; HT1080NT lethal = 1%; SW480 rerep = -6%; IL1B secr inh = 12; KB-3-1 tox = -2%; KB-V1 MDR tox = -20%; D3 ag = -3; DRD3 antagonist = -14
# O=C(O)c1ccc(/C=C/c2nc3ccccc3c(=O)[nH]2)cc1 is listed with GLP-1R agonist = -7%; HT1080 IDH1KD tx = -1%; HT1080NT lethal = -3%; SW480 rerep = u; IL1B secr inh = 52; KB-3-1 tox = 2%; KB-V1 MDR tox = -22%; D3 ag = 15; DRD3 antagonist = -22

# Later entries
entry	mol	GLP-1R agonist	HT1080 IDH1KD tx	HT1080NT lethal	SW480 rerep	IL1B secr inh	KB-3-1 tox	KB-V1 MDR tox	D3 ag	DRD3 antagonist
37	CCOC(=O)c1c(NC(=O)CC2SC(N)=NC2=O)sc2c1CCC(C)C2 (stereo not drawn)	15%	-1%	-20%	-8%	-52*	14%	u	29	24
38	Cc1cc(C)cc(NS(=O)(=O)c2cccs2)c1	8%	-13%	-11%	u	42	-1%	14%	-14	-7
39	Cc1noc(C)c1NC(=O)N(C)C[C@@H]1Oc2ccc(NC(=O)C3CCCCC3)cc2C(=O)N([C@@H](C)CO)C[C@H]1C	-1%	8%	11%	-1%	9	15%	29%	2	4
40	Cc1ccc(CSc2nc(N)cc(N)n2)cc1	11%	5%	5%	3%	-11	3%	7%	0	17
41	COc1ccc(CC(=O)NCCc2ccc3c(c2)OCO3)cc1OC	3%	0%	5%	x	1	20%	-23%	1	15
42	Nc1cccc2c1C(=O)N(C(=O)c1cccc(S(=O)(=O)N3CCCCCC3)c1)C2=O	0%	-3%	-3%	4%[9.22 µM]	33	-1%	1%	0	-28
43	C=CCc1cc(Cl)ccc1OCCN(C)C	0%	-3%	2%	u	-11	-3%	18%	-55	-55*
44	CCCN1C2CCCC1CC(NC(=S)Nc1ccc(OC)cc1)C2 (stereo not drawn)	0%	4%	-2%	-5%	-16	8%	17%	-3	8
45	CC1=NNC(=O)C1Cc1ccc(F)cc1 (stereo not drawn)	-9%	1%	10%	-3%	3	-7%	0%	25	15
46	CCc1nc2ccc(C(=O)N(C)CCCN(C)C)cn2c1N(C=O)CCC(C)C	-1%	6%	13%	x	17	0%	-6%	-9	-10
47	CC(CC(=O)Nc1nnc(C(C)(C)C)s1)c1ccccc1 (stereo not drawn)	-4%	-2%	-5%	-6%	28	-7%	-15%	-6	-24
48	CN1CC=C2C(C#N)=C(N)C(C#N)(C#N)[C@H](c3ccoc3)[C@H]2C1	-1%	-4%	-4%	-5%	21	12%	-12%	-3	-16
49	CCOC(=O)N1CCC(=NNc2nc(C)cc(=O)[nH]2)CC1	5%	7%	-3%	-4%	-20	1%	18%	-5	-1
50	COC(=O)C[C@@H]1C=C[C@H](NS(=O)(=O)c2cccc(F)c2)[C@@H](CO)O1	x	16%	u	x	7	1%	3%	2	11
51	Cc1nc2ccccc2c2c1C(=O)N(C1CCCCCCC1)C2=O	-5%	0%	-1%	-2%	8	-24%	u	-4	16
52	Cc1cccc(-c2nnc(SCCC(=O)N3CCOCC3)o2)c1	5%	1%	0%	-6%	-2	7%	u	4	-7
53	O=C(c1cccc(S(=O)(=O)N2CCN(c3ccccc3)CC2)c1)N1CCCC(C(F)(F)F)C1 (stereo not drawn)	-8%	-11%	u	1%	-3	-25%	0%	5	26
54	CN(CC(=O)Nc1cccc(F)c1)C(=O)C1CC(=O)N(Cc2ccccc2)C1 (stereo not drawn)	2%	6%	7%	2%	6	10%	18%	1	12
55	Cc1ccccc1NC(=O)C1C2CCCC1C2c1ccccc1 (stereo not drawn)	2%	-4%	0%	3%	5	0%	-15%	2	-4
56	COc1cc(C(=O)NCCC(=O)NCc2ccc3c(c2)OCO3)cc(OC)c1OC	5%	-1%	9%	1%	0	0%	-15%	-2	u
